# Bioassay records (PubChem)
# TRAIL sens C8: sensitizes caspase-8 expressing cells to TRAIL; NB7+C8 cells + TRAIL, ATPlite viability luminescence; inhibition (viability loss, TRAIL sensitization), % at 10 µM; 360,000 compounds, 1% hits;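 active = compounds causing at least 50% loss of cell viability in the single-dose screen, relative to plate controls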
# CF NFkB inh: inhibitors of cystic fibrosis induced NF-kB; KKLEB NF-kB-GFP reporter, PAF-induced, GFP fluorescence overnight; inhibition, % at 5 µM; 360,000 compounds, 0.86% hits; AID 588850;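 active = at least 50% inhibition at 5 µM, scaled per plate between neutral and stimulator controls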;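 note: PAF is a Pseudomonas aeruginosa culture filtrate used as stimulus; plate controls were PAF-stimulated DMSO wells for no effect and unstimulated DMSO wells for full effect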
# KKLEB tox: reduces viability of KKLEB cystic fibrosis airway cells | activity change (cytotoxicity), % at 5 µM | 360,000 compounds, 0.36% hits | KKLEB CF airway cells viability, ATPlite luminescence, overnight; hits give low values; cells stimulated with P. aeruginosa culture filtrate;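 active = corrected activity change at or below -50% at 5 µM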
# TROY signal inh: blocks TROY-dependent signaling in reporter cells; Q293 LMP1-TROYcd NF-kB luciferase reporter, 4 h; inhibition, % at 10 µM; 360,000 compounds, 0.98% hits; AID 1347056;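 active = compounds whose plate-normalised and pattern-corrected inhibition of the luciferase reporter signal at the single screening dose is 50% or more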
# NCOA2 inhibitor: human SRC2 (NCOA2) inhibition; Q15596; HEK293 GAL4-SRC2 luciferase reporter, luminescence; inhibition, % at 9 µM; 370,000 compounds, 0.17% hits; AID 651957;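 active = inhibition above the mean inhibition of all tested compounds plus 3 SD, set per campaign, cut at about 52% in these data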;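 note: 0% = DMSO treated cells and 100% = cells given Gossypol at 36 µM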
# EBV LMP1 NFkB: Epstein-Barr LMP1 NF-kappaB reporter inhibition | LMP1-induced NF-kappaB luciferase reporter cells, luminescence | inhibition, % at 12.5 µM | 350,000 compounds, 0.69% hits | AID 504558; in the data active = inhibition above about 41%;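 note: 0% = neutral control wells and 100% = reference inhibitor control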
# LRH-1 inv ag: suppresses constitutive activity of human LRH-1 | inhibition, % at 3.6 µM | HEK293T StAR-luciferase reporter, LRH-1 transfected, 24 h | AID 602396 | O00482 | 360,000 compounds, 0.13% hits;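 active = inhibition above the mean inhibition of all tested compounds plus 3 SD, cut at about 73% in these data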;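 note: 0% = DMSO wells and 100% = reporter-only cells lacking LRH-1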
# Target sequence (O00482 whole entry, looked up): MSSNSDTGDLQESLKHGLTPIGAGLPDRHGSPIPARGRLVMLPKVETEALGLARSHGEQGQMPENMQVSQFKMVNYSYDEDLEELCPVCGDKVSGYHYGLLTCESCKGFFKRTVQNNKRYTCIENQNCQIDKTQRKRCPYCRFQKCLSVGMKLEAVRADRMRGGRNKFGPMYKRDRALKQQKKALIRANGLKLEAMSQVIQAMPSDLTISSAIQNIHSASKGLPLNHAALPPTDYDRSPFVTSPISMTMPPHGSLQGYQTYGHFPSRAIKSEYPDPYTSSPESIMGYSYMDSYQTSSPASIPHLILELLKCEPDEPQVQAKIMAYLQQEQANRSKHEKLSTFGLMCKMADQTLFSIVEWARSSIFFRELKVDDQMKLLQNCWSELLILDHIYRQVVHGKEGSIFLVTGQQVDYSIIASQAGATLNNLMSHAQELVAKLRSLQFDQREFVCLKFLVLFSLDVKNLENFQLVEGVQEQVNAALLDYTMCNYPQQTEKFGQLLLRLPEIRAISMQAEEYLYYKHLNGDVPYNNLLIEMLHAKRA
# SRC1 inh: human NCOA1 inhibition. 360,000 compounds, 0.12% hits. inhibition, % at 3.6 µM. Q15788. HEK293 GAL4-SRC1 luciferase reporter, luminescence;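 active = inhibition above the campaign mean plus 3 SD, with each screening campaign given its own cutoff, cut at about 60% in these data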;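 note: 0% = DMSO treated cells and 100% = gossypol at 36 µM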
# TWEAK-Fn14 inh: TWEAK-Fn14 signaling inhibition; TWEAK-stimulated Fn14 reporter cells, luciferase luminescence, 8 h; inhibition, % at 10 µM; 360,000 compounds, 2% hits; AID 1159606; in the data active = inhibition above about 50%
# COUP-TFII inh: blocks human COUP-TFII nuclear receptor; P24468; HEK293T NGFI-A luciferase reporter, luminescence; inhibition, % at 8.6 µM; 370,000 compounds, 0.7% hits;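 active = inhibition above a per-plate cutoff, mean inhibition of test wells between control levels plus 3 SD, cut at about 38% in these data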;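 note: cells cotransfected with COUP-TFII expression vector driving the NGFI-A reporter; 0% = median of COUP-TF2 test wells and 100% = reporter-only cells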
# Target sequence (P24468 whole entry, looked up): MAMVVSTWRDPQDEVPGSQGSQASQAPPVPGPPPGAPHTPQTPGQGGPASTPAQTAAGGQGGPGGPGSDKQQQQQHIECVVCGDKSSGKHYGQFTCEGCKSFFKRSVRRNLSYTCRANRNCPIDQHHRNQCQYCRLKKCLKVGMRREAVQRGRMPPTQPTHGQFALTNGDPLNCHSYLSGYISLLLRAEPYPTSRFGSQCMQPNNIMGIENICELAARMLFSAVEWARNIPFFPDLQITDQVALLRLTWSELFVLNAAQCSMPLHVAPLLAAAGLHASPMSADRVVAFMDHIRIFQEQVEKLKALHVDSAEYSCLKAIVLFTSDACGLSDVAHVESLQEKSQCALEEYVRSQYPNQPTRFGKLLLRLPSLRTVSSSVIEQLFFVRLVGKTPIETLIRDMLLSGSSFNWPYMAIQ
# SRC3 inh: inhibits human SRC3 coactivator. HEK293 GAL4-SRC3 luciferase reporter, luminescence. inhibition, % at 3.6 µM. 360,000 compounds, 0.17% hits. AID 588352;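 active = inhibition above a per-campaign cutoff, the mean of all compounds plus 3 SD, cut at about 60% in these data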;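 note: 0% = DMSO-treated cells and 100% = gossypol-treated cells at 36 µM; higher means less SRC3-driven luciferase light from the GAL4 reporter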
# Numbers without * were called inactive; . = no result given. An unsorted share of the library; overall some 4.2% were active at least once.
SMILES,TRAIL sens C8,CF NFkB inh,KKLEB tox,TROY signal inh,NCOA2 inhibitor,EBV LMP1 NFkB,LRH-1 inv ag,SRC1 inh,TWEAK-Fn14 inh,COUP-TFII inh,SRC3 inh
O=C(c1ccccc1F)N1CCN(C(=O)C2CC2)CC1,3.9,-14.7,18.5,23.1,-23.2,9.1,4.0,-7.9,2.2,-8.2,18.9
O=C(Cc1ccccc1)N1CCCC(c2nc(-c3ccc(S(=O)(=O)N4CCCC4)cc3)no2)C1 (configuration not stated),-11.3,-7.0,17.3,22.3,25.5,3.3,1.3,6.7,17.0,12.8,6.6
O=C1c2ccc(-c3ccc(F)cc3OCc3ccccc3)cc2S(=O)(=O)c2cccc(C(=O)N3CCCC3)c21,8.0,-2.8,-6.8,6.7,.,9.0,-30.5,-12.6,15.3,.,-16.6
c1ccc2sc(-c3ccncc3)nc2c1,-2.0,5.3,-10.2,-63.9,-44.7,-12.2,-81.2,-93.7,-4.3,-57.8,-73.7
CCOC(=O)c1c(C)sc2c1N(C(=O)CN(CC)CC)c1ccccc1S2,21.6,14.3,-14.1,-5.3,-16.8,-9.1,9.4,0.0,3.6,15.5,4.0
COc1ccc(-n2c(=O)c3ccccc3n(CC(=O)Nc3cccc(OC)c3)c2=O)cc1,-0.8,14.8,-6.2,9.8,5.5,3.1,-19.6,5.0,4.2,0.4,-2.1
COc1cccc(/C=N/NC(=O)CCn2cnc3ccccc32)c1,-11.3,9.4,6.2,-7.5,-10.3,11.1,1.1,-0.6,-15.1,10.9,16.4
COc1ccc(OC)c(NC(=O)CSc2nc(O)cc(=O)n2CC(C)C)c1,-8.6,-35.2,35.0,2.8,6.3,-0.3,-13.5,-2.1,-0.7,20.0,9.2
COC(=O)c1ccccc1NC(=O)CSc1ccccn1,8.0,-1.2,6.8,-1.5,1.0,-7.9,3.4,-7.9,9.7,-23.1,3.9
COCCN(Cc1cc2ccc(C)cc2n2nnnc12)Cc1nnnn1C(C)(C)C,17.7,7.5,-0.9,1.7,-12.8,4.9,-8.7,6.3,-5.6,-11.9,21.3
COc1ccccc1N1CCN(C(=O)C(C)N(c2ccc(C)cc2)S(C)(=O)=O)CC1 (configuration not stated),5.5,-0.5,-2.5,-8.5,6.8,-3.0,0.8,3.3,-35.2,2.3,19.1
O=C(NNS(=O)(=O)c1ccccc1F)c1cccc(S(=O)(=O)N2CCOCC2)c1,-17.0,-1.4,1.6,-7.5,-3.0,-13.8,22.5,4.9,10.2,0.2,8.2
CC(=O)N1CCN(c2ccc(NC(=O)c3ccccc3Cl)cc2)CC1,-3.7,-6.3,3.2,-0.7,-9.8,-2.2,7.0,-5.8,-11.6,-11.4,-4.6
CCc1ccc(CN2CCN(c3ncccn3)CC2)cc1,-3.4,-19.8,-2.6,-0.7,-33.5,15.3,-6.2,-18.5,-2.0,3.9,-30.9
Cc1ccccc1Cn1c2ccccc2c2cnn(CC(=O)N3CCN(c4ccccc4)CC3)c(=O)c21,11.3,3.6,-7.0,-7.2,23.7,-2.9,-6.2,7.7,23.5,12.4,-20.1

# Arranged by heavy-atom count (low to high): some entries from above.
SMILES,TRAIL sens C8,CF NFkB inh,KKLEB tox,TROY signal inh,NCOA2 inhibitor,EBV LMP1 NFkB,LRH-1 inv ag,SRC1 inh,TWEAK-Fn14 inh,COUP-TFII inh,SRC3 inh
c1ccc2sc(-c3ccncc3)nc2c1,-2.0,5.3,-10.2,-63.9,-44.7,-12.2,-81.2,-93.7,-4.3,-57.8,-73.7
COC(=O)c1ccccc1NC(=O)CSc1ccccn1,8.0,-1.2,6.8,-1.5,1.0,-7.9,3.4,-7.9,9.7,-23.1,3.9
CC(=O)N1CCN(c2ccc(NC(=O)c3ccccc3Cl)cc2)CC1,-3.7,-6.3,3.2,-0.7,-9.8,-2.2,7.0,-5.8,-11.6,-11.4,-4.6
COc1ccc(OC)c(NC(=O)CSc2nc(O)cc(=O)n2CC(C)C)c1,-8.6,-35.2,35.0,2.8,6.3,-0.3,-13.5,-2.1,-0.7,20.0,9.2
COCCN(Cc1cc2ccc(C)cc2n2nnnc12)Cc1nnnn1C(C)(C)C,17.7,7.5,-0.9,1.7,-12.8,4.9,-8.7,6.3,-5.6,-11.9,21.3
O=C(Cc1ccccc1)N1CCCC(c2nc(-c3ccc(S(=O)(=O)N4CCCC4)cc3)no2)C1 (configuration not stated),-11.3,-7.0,17.3,22.3,25.5,3.3,1.3,6.7,17.0,12.8,6.6
Cc1ccccc1Cn1c2ccccc2c2cnn(CC(=O)N3CCN(c4ccccc4)CC3)c(=O)c21,11.3,3.6,-7.0,-7.2,23.7,-2.9,-6.2,7.7,23.5,12.4,-20.1
O=C1c2ccc(-c3ccc(F)cc3OCc3ccccc3)cc2S(=O)(=O)c2cccc(C(=O)N3CCCC3)c21,8.0,-2.8,-6.8,6.7,.,9.0,-30.5,-12.6,15.3,.,-16.6

# Going on with the list.
SMILES,TRAIL sens C8,CF NFkB inh,KKLEB tox,TROY signal inh,NCOA2 inhibitor,EBV LMP1 NFkB,LRH-1 inv ag,SRC1 inh,TWEAK-Fn14 inh,COUP-TFII inh,SRC3 inh
C=CCOc1ccc(Br)cc1/C=C1\NC(=S)N(C(C)=O)C1=O,-8.6,18.4,-12.4,27.0,25.6,6.8,9.2,12.7,8.1,12.4,-3.4
COC(=O)C1C2C=CC3(CN(C(C)C)C(=O)C13)O2 (configuration not stated),-15.6,12.1,-3.3,1.2,-19.3,1.7,6.5,-8.2,-3.6,7.9,-4.2
COC(=O)c1ccc(CNC(=O)c2ccc(S(=O)(=O)N3CCCC(C)C3)cc2)cc1 (configuration not stated),-33.8,5.8,-0.5,7.6,4.4,2.3,-0.1,-6.3,1.7,19.6,-3.5
COc1ccc(CN2CC(C(=O)N3CC(C)CC(C)C3)CC2=O)cc1 (configuration not stated),-26.5,20.0,-0.2,-9.0,-0.3,1.0,0.4,4.4,-8.9,-10.9,9.1
CN1CCN(c2ccccc2NC(=O)Cc2cn(C)c3ccccc23)CC1,35.6,-25.5,-9.1,9.4,11.7,2.2,-10.2,-13.5,-15.0,-0.2,-0.4
CCc1cnc(Nc2nc(C(N)Cc3ccc(F)cc3)cs2)nc1 (configuration not stated),18.4,8.2,-24.7,14.6,5.0,.,-31.9,-0.4,11.2,18.6,-10.3
O=C1/C(=C\c2ccco2)CCC/C1=C\c1ccco1,0.7,-22.0,10.2,-18.8,-70.8,-109.9,-24.6,-88.5,18.1,-32.4,-63.5
CCN(CC)NC(=S)Nc1ccccc1,-11.6,2.4,4.9,1.0,6.3,4.6,-1.2,6.3,1.4,0.6,10.9
CCOc1ccc(S(=O)(=O)NCCC(=O)NCC(c2ccc(OC)cc2)N2CCOCC2)cc1 (configuration not stated),-15.0,-10.0,12.2,-7.7,-30.8,0.9,13.8,9.2,15.3,2.2,6.5
CC1CN(S(=O)(=O)c2ccc(Cl)c(S(=O)(=O)N3CC(C)OC(C)C3)c2)CC(C)O1 (configuration not stated),-3.4,-1.1,-5.2,-14.4,-2.0,-0.3,5.8,-4.4,-5.4,1.2,4.8
COC(=O)C1C2CC3c4[nH]c5cc(OC)ccc5c4CCN3CC2CC(OC2CCCCO2)C1OC (configuration not stated),-20.2,-21.7,-3.9,-11.4,-25.6,-4.8,1.5,1.4,0.5,-8.5,9.6
Cc1cccc(OCCSc2nc3ccccc3n2CC(=O)O)c1,-2.5,-0.9,-4.2,13.4,-5.7,4.0,-1.9,-10.0,3.3,5.1,-9.9
CSC(=CC(=O)c1ccc(F)cc1)SC,7.3,-8.3,8.2,-31.8,-25.7,-7.1,-12.5,-25.8,-14.0,10.3,5.0
C=CCSc1nc(N)c2c3c(sc2n1)CN(C)CC3,18.9,-3.7,-7.1,-4.7,-30.9,-6.9,-11.7,-33.1,-0.9,-6.5,-29.5
CCN(CC)S(=O)(=O)c1ccc(C(=O)OCC(=O)N2CCN(C(=O)c3ccco3)CC2)cc1,-7.3,-6.6,-11.2,-7.2,0.3,4.3,13.0,-5.7,8.9,12.7,16.2
CC[C@]1(C(=O)OC)[C@H]2C(=O)N(C)C(=O)[C@H]2[C@H]2CN=C(SCc3ccc(OC)cc3)N21,0.8,3.0,1.9,-14.7,-28.8,-8.6,21.8,8.9,4.6,8.0,6.0
COc1ccc(Cl)cc1N(C)C(=O)CCNC(=O)Cn1cnc2ccccc2c1=O,-14.9,9.6,5.6,-10.1,10.9,-4.8,10.1,-15.5,13.8,-25.0,26.8
COc1ccc(-n2nnnc2/C=C\Nc2ccc(C)cc2)cc1,3.4,19.4,-6.0,-28.4,6.4,-4.1,0.6,0.0,-10.8,4.2,19.6
CCOC(=O)c1c(CSc2ccsc2)n(C)c2cc(Br)c(O)c(CN(C)C)c12,11.9,-6.2,12.6,19.7,-1.7,5.2,12.5,21.9,-0.9,11.0,15.8
CCCS(=O)(=O)C/C(N)=N/OC(=O)c1ccccc1Cl,-12.3,2.9,4.2,-15.8,6.8,.,-18.3,-0.6,6.2,5.5,-3.8
COCCN(C(=O)COC(=O)CCCc1c[nH]c2ccccc12)c1c(N)n(Cc2ccccc2)c(=O)[nH]c1=O,-5.9,11.3,-8.2,-0.3,-19.1,3.7,5.7,-11.0,1.6,0.1,-3.1
O=C(Nc1ccc2c(c1)OCCO2)c1ccccc1Cl,42.0,0.4,-21.4,-51.3,-21.1,1.9,-106.7,-104.8,22.6,-32.8,-88.8
COc1ccc(CNC(=S)Nc2cccc(Cl)c2)cc1,-2.9,18.6,-1.8,-26.4,2.7,.,3.2,-6.3,1.8,11.2,4.1
OCCN1CCN(c2nccn3ccnc23)CC1,-7.5,10.9,8.0,-2.2,18.4,.,11.0,-10.8,2.0,10.0,-2.3
O=C(Nc1cc(Cl)ccc1F)c1ccc(-n2cncn2)c([N+](=O)[O-])c1,13.2,-22.3,15.4,-21.1,11.8,0.4,-9.4,-20.3,-21.8,-0.3,26.5
OCC[C@H]1C[C@H](O)[C@@H](O)[C@]2(CCc3ccccc3O2)O1,-0.3,4.5,-9.6,12.2,3.3,5.1,-9.1,-9.4,2.1,5.1,-14.4
Cc1csc2ncc(C(=O)NCc3ccccc3Cl)c(=O)n12,-13.0,-13.4,10.1,-20.4,3.3,-6.6,19.4,8.9,7.1,-7.5,-3.3
CCOC(=O)N1CCC(NC(=O)CC2C(=O)NCCN2Cc2ccccc2F)CC1 (configuration not stated),-11.8,3.5,6.1,15.4,-3.1,5.6,6.4,-4.4,6.7,9.2,-13.3
